Source: PubChem BioAssay
eLon inh – E. coli protease La inhibition; 0.42% of 360,000 active; purified E. coli Lon protease, fluorescence polarization; AID 602123; inhibition, % at 7.94 µM; in the data active = inhibition above about 13%, passing the limit was not always enough;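 also: 0% = enzyme with probe and DMSO and 100% = no enzyme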
Target sequence (P0A9M0 whole entry, looked up): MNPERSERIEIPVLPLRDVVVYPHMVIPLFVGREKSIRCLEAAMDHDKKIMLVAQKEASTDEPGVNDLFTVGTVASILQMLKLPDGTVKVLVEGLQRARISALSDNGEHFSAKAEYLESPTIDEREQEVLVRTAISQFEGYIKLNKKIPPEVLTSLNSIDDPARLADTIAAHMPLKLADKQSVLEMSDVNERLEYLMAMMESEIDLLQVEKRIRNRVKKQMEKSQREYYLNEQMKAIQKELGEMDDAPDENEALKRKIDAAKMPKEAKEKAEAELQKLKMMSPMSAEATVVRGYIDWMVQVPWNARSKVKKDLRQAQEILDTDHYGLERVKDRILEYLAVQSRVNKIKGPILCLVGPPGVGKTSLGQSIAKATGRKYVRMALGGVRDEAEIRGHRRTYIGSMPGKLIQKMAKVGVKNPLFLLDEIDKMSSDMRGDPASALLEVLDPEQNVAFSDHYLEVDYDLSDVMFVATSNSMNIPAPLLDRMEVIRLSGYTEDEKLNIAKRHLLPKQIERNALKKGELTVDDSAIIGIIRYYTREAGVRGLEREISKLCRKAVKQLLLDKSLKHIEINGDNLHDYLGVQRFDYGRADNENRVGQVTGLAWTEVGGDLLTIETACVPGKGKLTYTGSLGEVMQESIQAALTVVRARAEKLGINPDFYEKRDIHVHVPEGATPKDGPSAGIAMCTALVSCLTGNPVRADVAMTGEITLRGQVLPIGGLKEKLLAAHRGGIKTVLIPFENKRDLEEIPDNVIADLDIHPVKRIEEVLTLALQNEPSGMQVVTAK
MsrA inhibitor – inhibits bovine methionine sulfoxide reductase A; purified bovine MsrA, absorbance read-out; inhibition, % at 15.5 µM; 0.75% of 360,000 active; in the data active = inhibition above about 4.5%;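 also: 0% = vehicle wells with enzyme and 100% = reference inhibitor wells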
TbMetRS inhib – Trypanosoma brucei MetRS inhibition | inhibition, % at 11.9 µM | AID 624268 | 0.4% of 360,000 active | purified T. brucei MetRS, ATP depletion, Kinase-Glo luminescence;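 active = inhibition above a per-plate cutoff of the control wells' mean inhibition plus 3 SD, cut at about 5.5% in these data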;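 also: 0% = DMSO wells median and 100% = median of wells with control inhibitor compound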
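Material: T. brucei methionyl-tRNA synthetase, purified; reagent: substrates ATP, L-methionine and bulk Escherichia coli tRNA; dosing: 11.9 µM single point; timing: 15 min plus 2 h at 25 °C; detection: luminescence of leftover ATP; evaluation: % inhibition; control set: DMSO-only wells as low control; replicates: singlicate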
STEP inh – STEP (human) phosphatase inhibition; recombinant STEP, OMFP fluorogenic substrate, fluorescence; inhibition, % at 20 µM; 0.25% of 360,000 active; AID 588621;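 active = inhibition at 20 µM, scaled per plate between control wells, above about 37%, limit read from the data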;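 also: 0% = DMSO with enzyme and substrate and 100% = substrate only without enzyme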
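Also added – OMFP at 25 µM · Test system – STEP tyrosine phosphatase · Technique – FITC-channel fluorescence of OMFP product · Schedule – 20 min at room temperature, dark · Evaluation – control-normalized % inhibition with plate pattern correction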
Scp1 inh – inhibitors of human Scp-1 phosphatase. Recombinant Scp1, phosphopeptide, malachite green phosphate absorbance. inhibition, % at 20 µM. 0.88% of 340,000 active. AID 493091;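 active = inhibition above about 50% at 20 µM, limit read from the data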;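 also: plate controls were DMSO wells with enzyme for no effect and wells lacking enzyme for full effect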
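System: truncated SCP-1 phosphatase (76-261aa); medium: Tris acetate buffer pH 5.5 with MgCl2 and Tween-20; incubation: 45 min room-temperature reaction, 5 min colour, 30 min stabiliser; compound: single 20 µM dose, 1% DMSO; reagent: Phosphorylated 17-residue peptide substrate; read-out: % inhibition at 20 µM; technique: colorimetric free-phosphate detection, absorbance 630 nm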
SUMO1-SIM PPI – SUMO1-SIM interaction modulation | SUMO1 binding to a labelled peptide, TR-FRET, 1 h | 0.33% of 360,000 active | P63165 | inhibition, % at 20 µM; in the data active = inhibition above about 37%
Target sequence (P63165 whole entry, looked up): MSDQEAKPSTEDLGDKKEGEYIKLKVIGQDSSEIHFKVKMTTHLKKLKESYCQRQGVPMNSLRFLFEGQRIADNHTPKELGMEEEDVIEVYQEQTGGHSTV
MsrA act – activates bovine MsrA enzyme | activation, % at 10.6 µM | purified bovine MsrA, absorbance read-out | 0.3% of 360,000 active | AID 602163; in the data active = activation above about 7.5%;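 also: 0% = vehicle and 100% = reference activator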
DNMT1 inh – DNMT1 (human) enzyme inhibition | DNMT1 molecular beacon, Hinp1I cleavage, fluorescence | inhibition (reported as % activation of signal), % at 10 µM | AID 588458 | P26358 | 0.83% of 360,000 active; in the data active = inhibition above about 50%
NRP1-CendR mod – modulators of CendR peptide binding to human neuropilin-1; O14786; FAM-RPARPAR peptide binding to NRP-1, fluorescence polarization; 0.85% of 360,000 active; inhibition, % at 25 µM;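 active = inhibition or corrected inhibition above about 18%, plus a signal ratio from 0.5 to 1.5, limit read from the data, passing the limit was not always enough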; also: strong numbers were not always called active
LMPTP inh – LMPTP (human) inhibition. AID 651560. P24666. 0.22% of 360,000 active. inhibition, % at 20 µM. recombinant LMPTP-A, OMFP fluorogenic substrate, fluorescence intensity;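 active = compounds that cut the enzyme signal by at least half of the control window in the single-dose screen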;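 also: plate controls were DMSO wells with enzyme plus substrate for no effect and substrate without enzyme for full effect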
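Test system – LMPTP-A phosphatase enzyme · Quantity – 0.625 nM LMPTP-A final · Reagent – OMFP substrate, 400 µM final · Dosing – one test concentration per compound, 20 µM, with 3% DMSO overall · Timing – 50 min enzyme reaction at room temperature, protected from light · Detection – fluorescence intensity · Controls – substrate-only low control, DMSO enzyme-plus-substrate high control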
Starred values were filed as active, the others as inactive; . = not tested or not shown.

Below each SMILES – DNMT1 inh, MsrA act, STEP inh, Scp1 inh, LMPTP inh, NRP1-CendR mod, eLon inh, MsrA inhibitor, SUMO1-SIM PPI, TbMetRS inhib
CCOC(=O)C1=C(C)NC(=O)NC1c1ccc(OCC(=O)Nc2ccccc2)c(OC)c1 (stereo unspecified)
→ -7, 1, -2, -10, 1.4, -1, 8, 1.6, 0, -0.2
CC(C)(C)OC(=O)NCCCCCNC(=O)c1[nH]cnc1C(=O)Nc1nccs1
→ 18, -2, -1, -11, -0.9, -21, 0, 1.1, 9, -0.3
CCOC(CCn1c(SCc2ccc([N+](=O)[O-])cc2)nc2ccccc2c1=O)OCC
→ -5, -4, 7, -9, 2.3, -4, -11, 1.1, -13, -0.2
COc1ccccc1C(=O)NC(C)c1ccccc1 (stereo unspecified)
→ 0, 0, 0, 3, -1.0, 1, 2, 0.2, 0, -0.2
CCOC(=O)C1=C[C@@H](C(C)C)N(S(=O)(=O)c2ccc([N+](=O)[O-])cc2)[C@H]1c1ccccc1
→ 19, -11, 3, ., 2.6, -12, -2, 1.7, -16, -1.4
COc1cc(NC(C)C(=O)N2CC(C)OC(C)C2)cc(OC)c1 (stereo unspecified)
→ -9, -3, 0, -8, -1.2, 14, 15, -0.6, -2, -0.7
CCC(=O)/C=C1\Sc2ccccc2N1CC
→ 1, -6, 0, -5, -1.1, 3, -8, 2.8, 1, 0.5
Cc1cc(OC(=O)C(c2ccccc2)c2ccccc2)c([N+](=O)[O-])c(=O)[nH]1
→ 2, 0, -3, -7, -2.5, 0, -8, 1.6, -1, -0.1
CC12CCC(C(=O)N(NC(=O)c3cc(Cl)ccc3O)C1=O)C2(C)C (stereo unspecified)
→ 14, -1, -1, 6, 0.2, 8, 6, 0.8, 4, 0.4
Cc1ccc(NC(=O)CCn2cnc3cc(C)c(C)cc32)cc1
→ 2, 2, 0, -11, 0.5, 4, -7, 0.7, -1, 0.1
O=C(NCc1nc2ccccc2[nH]1)c1ccc([N+](=O)[O-])cc1
→ 12, 4, -1, -8, -0.6, 0, 0, -0.5, -27, 52*
COc1cccc(C2=CC(=O)CC(C)(C)C2=O)c1
→ 6, 0, 0, ., -0.8, -4, 12*, 2.5, -33, -1.9
Cc1cccnc1NC(=O)CSc1ncnc2sc(C)c(C)c12
→ -1, -6, 3, -1, -1.1, -62, -37, 0.1, 3, -0.7
CCC(C(=O)Nc1c(C)cccc1C)n1c(-c2cc(C)cs2)nc2ccccc21 (stereo unspecified)
→ ., ., ., ., 2.2, -2, ., 0.1, 11, -0.6
O=S(=O)(c1ccc(Cl)c(NC(=S)N/N=C/c2ccc(O)cc2)c1)N1CCOCC1
→ -17, -3, -4, -4, 1.4, 11, -1, 1.6, 14, 0.0
O=C(c1ccc2c(c1)N(Cc1ccccc1)CCS2)N1CCOCC1
→ 3, -3, 1, -2, -1.1, 2, 22, -0.2, 2, -0.3
Nc1ccc(C(=O)Oc2ccc([N+](=O)[O-])cc2)cc1
→ 2, -3, -3, 4, -0.7, -7, -10, 0.4, -8, -0.5
O=C1CC(C(=O)O)C(c2ccccc2)c2ccccc21 (stereo unspecified)
→ 5, -7, -1, -2, 0.3, 8, -12, -0.2, 3, -0.6
C=C(C)Cn1c(SCC(=O)N/N=C/c2cccc(O)c2)nc2ccccc2c1=O
→ 0, -6, -1, 0, -0.7, -4, -1, -0.8, 5, -1.1
Cc1nnc(SCC(=O)Nc2ncc3c(n2)CCCC3=O)s1
→ 2, -3, -3, -12, -2.4, 19, 6, 0.3, 17, -0.3
COc1ccccc1/C=C/C(=O)NCC(=O)n1nc(C)cc1C
→ -3, -4, -1, -8, 0.5, 12, -9, 1.6, -2, -0.3
CC(=O)c1cccc(NC(=O)c2csc3c2CCCCC3)c1
→ -5, -4, 1, -1, 1.3, 4, 0, 0.1, 0, -0.3
Cn1c(CCN2CCCCC2)nc2cc(NS(=O)(=O)c3ccc(F)cc3)ccc21
→ 0, -4, 1, 11, -0.6, -3, -10, -0.7, 8, -1.0
CC(C)=CC(=O)Nc1ccccc1Br
→ -2, -3, -4, -6, -1.6, -6, 3, ., -1, -1.2
O=C(Nc1nc(-c2ccc(Cl)cc2)cs1)NC1CCCCC1
→ -1, -1, -1, -4, 3.6, 1, -5, 0.1, -1, 0.8
S=C(NCCc1ccccc1)NCc1cccs1
→ -3, -1, 4, -6, -1.6, 5, -4, 2.2, -2, -0.6
COc1ccc2c(c1)c1c(n2C(C)=O)C(OC(C)=O)=NCC1
→ 2, -1, 1, -3, -0.6, 2, 11, 0.5, -12, 0.1
COc1ccccc1NS(=O)(=O)c1cc(NC(=O)COc2ccccc2F)ccc1N1CCOCC1
→ -5, 1, 5, -10, 0.1, -3, 0, 1.5, -2, -0.1
CCOC(=O)c1cc(-c2ccccc2)sc1NC(=O)c1ccc(OC)c(OC)c1
→ -9, -10, 7, 0, 6.4, 4, 11, -1.2, 0, -1.6
Cc1cc(OC(=O)c2cccs2)ccc1C(C)C
→ -1, -5, 3, -7, 2.8, 0, 4, 0.5, 2, -0.9
O=C(NCC(c1cccs1)N1CCOCC1)c1cccc([N+](=O)[O-])c1 (stereo unspecified)
→ 3, 0, 1, -8, -1.6, -8, 9, 0.2, -15, -0.6
COc1ccccc1N1CCN(C(=O)c2cc3c(s2)-c2ccccc2OC3)CC1
→ -8, -3, 13, -8, 2.7, -4, -10, 1.1, 29, -0.4
CC(C)N(Cc1nnc(-c2ccccc2Br)o1)C(=O)c1cc(Cl)nc2ccccc12
→ -5, -2, 0, 3, 1.6, 0, 0, -1.4, -5, -0.2
CCCCOC(=O)c1[nH]c(C)c(C(=O)OC)c1C
→ -3, 1, -2, -11, 0.5, 3, 10, 1.7, -1, -0.7
C[C@H](CO)N1C[C@H](C)[C@@H](CN(C)S(=O)(=O)c2ccc(Cl)cc2)Oc2ccc(NS(=O)(=O)c3ccccc3)cc2CC1=O
→ -9, -1, 3, 4, 1.8, -4, 19*, 0.1, 6, -0.2
CCOC(=O)N1CCN(C(=O)CS(=O)Cc2nc(-c3ccc(OC)c(OC)c3)oc2C)CC1 (stereo unspecified)
→ 3, -10, -1, 0, 0.0, -8, 8, -1.7, 2, -0.8
NCc1oc(-c2ccccc2)cc1C(=O)O
→ 1, 0, 0, -11, -0.4, -16, -7, -0.2, -2, 0.3
CCOc1ccc(S(=O)(=O)NCC2CCCO2)c2cccnc12 (stereo unspecified)
→ 2, -2, -2, -5, 0.2, -7, 0, 1.6, 1, 0.4
CCOC(=O)CSc1nc2c(sc3ccccc32)c(=O)n1CCCN1CCOCC1
→ -5, 1, -4, -2, 1.0, 9, 3, 0.4, -3, -0.8
O=C1c2ccccc2CCC12N=NCC2c1ccc(Cl)cc1 (stereo unspecified)
→ -1, -3, -5, -7, -0.9, -10, -7, -0.3, -3, -0.7
Cc1nc(N2CCN(C(=O)COc3ccccc3)CC2)c2c(C)c(C)sc2n1
→ 2, -8, 6, -2, -1.9, -2, -7, -1.0, 9, -0.9
COc1ccc([N+](=O)[O-])cc1NC(=O)N(C)Cc1ccco1
→ -1, -1, -1, -14, 0.0, 0, -2, 0.3, -19, 0.6
CCN1C/C(=C/c2cccs2)c2nc3ccccc3c(C(=O)O)c2C1
→ -2, -4, -1, -4, 28, 6, 11, 3.0, -36, -0.5
Cc1ccc(NC2=NCC(=O)N2Cc2cccs2)cc1C
→ -1, -4, -1, -4, 2.0, -7, -14, -1.6, 0, -0.2
CCCCCOc1ccc(Br)cc1CSC(=N)N
→ -5, 5, -1, 3, 2.2, 35*, -6, -0.9, -5, 1.6
CCN(C(=O)CN1C(=O)NC2(CCCC2)C1=O)c1nc2c(C)cccc2s1
→ 1, 1, -1, ., 0.4, -1, -14, 0.5, 7, 0.0
O=C(NCc1cccc(Cl)c1)c1ccc(CS(=O)Cc2ccccc2Cl)o1 (stereo unspecified)
→ 1, -8, 0, -5, -0.6, 5, -5, -0.3, 5, 5.1
CSc1c(-c2ccccc2)nc2ccccc2c1C(=O)O
→ 2, -6, 0, -1, 1.4, 3, -11, 0.2, -4, -2.1
Cc1[nH]cnc1CSCCN
→ 6, -5, -4, 8, -13, 12, -6, 0.3, 7, -0.8
COCCN1Cc2cc3cc(C)ccc3nc2SC1=Nc1ccc(OC)cc1
→ -1, -4, 2, 4, 1.6, -14, -1, 0.0, -10, 0.2

Next results follow:
Below each SMILES – DNMT1 inh, MsrA act, STEP inh, Scp1 inh, LMPTP inh, NRP1-CendR mod, eLon inh, MsrA inhibitor, SUMO1-SIM PPI, TbMetRS inhib
CC1(C)Cc2nc3sc4c(=O)[nH]cnc4c3cc2CS1
→ -1, 0, -2, -1, -3.7, -30, 2, 0.8, 14, -1.3
Cc1cc(S(=O)(=O)NC2CCCCC2)ccc1OCC(=O)NCc1cccnc1
→ 0, -12, 0, 0, -0.6, 6, -6, -1.4, 1, -1.1
CNc1cncc(-c2cccc(OC)c2F)n1
→ 0, -2, 4, ., -0.5, 8, -3, 0.6, 10, -0.2
COc1ccccc1NC(=O)c1oc2ccc(C)cc2c1C
→ -2, -2, 1, -12, 4.5, 7, 6, 2.8, 1, -0.8
Cc1ccc(S(=O)(=O)N2CCCCC2)cc1C(=O)NCc1ccccn1
→ -1, 1, 0, -3, -1.0, 5, -5, -1.1, 2, 0.2

Arranged by value in DNMT1 inh (rising): some entries from above
compound | DNMT1 inh
CCOC(CCn1c(SCc2ccc([N+](=O)[O-])cc2)nc2ccccc2c1=O)OCC | -5
Cc1cc(OC(=O)C(c2ccccc2)c2ccccc2)c([N+](=O)[O-])c(=O)[nH]1 | 2
CCOC(=O)N1CCN(C(=O)CS(=O)Cc2nc(-c3ccc(OC)c(OC)c3)oc2C)CC1 (stereo unspecified) | 3
